From PubChem
Rac1 mut GTP: GTP binding modulators of activated mutant Rac1, primary screen, biochemical, bead-based flow cytometry, multiplex, fluorescent GTP; actives 0.11% (n = 190,000); percent activity (GTP binding), % at 10 µM; GST-Rac1 activated beads; actives lie on both sides; 100% means binding = to untreated wells;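 active = GTP binding at least 20 percentage points away from the 100% baseline, in either direction, so actives lie on both sides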
Cdc42 wt GTP: modulators of GTP binding to wildtype Cdc42, primary screen, biochemical, multiplex bead flow cytometry, Bodipy-GTP; Cell division control protein 42 homolog (Homo sapiens), P60953; GST-Cdc42 beads; actives lie on both sides; percent activity (GTP binding), % at 10 µM; actives 0.2% (n = 190,000);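 active = percent activity GTP binding at least 20 points away from the 100% baseline, either down as inhibitor or up as activator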;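 note: median bead fluorescence of bound Bodipy-FL-GTP at 100 nM; 0% = excess unlabeled GTP control and 100% = no compound control; below 100% means less GTP binding so inhibitor and above means activator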
Target sequence (P60953 whole entry, looked up): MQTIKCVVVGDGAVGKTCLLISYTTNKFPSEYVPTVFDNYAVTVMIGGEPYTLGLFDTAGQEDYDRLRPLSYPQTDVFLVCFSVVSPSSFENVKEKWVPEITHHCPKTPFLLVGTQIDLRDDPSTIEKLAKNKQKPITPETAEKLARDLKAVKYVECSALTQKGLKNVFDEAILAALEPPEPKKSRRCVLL
Pf gametocyte: late stage P. falciparum gametocyte viability inhibitors, primary screen, ATP luminescence, HTS. P. falciparum stage V gametocytes, 24 h. inhibition, % at 10.9 µM. actives 0.065% (n = 150,000);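 active = inhibition above the mean plus 3 SD of compounds within the control limits, set per campaign, cut at about 38% in these data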;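 note: 0% = DMSO wells and 100% = medium only without gametocytes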
Rab7 wt GTP bind: modulators of GTP binding to Rab7, primary screen, biochemical, wildtype, multiplex bead flow cytometry. GST-Rab7 beads, fluorescent GTP binding; actives lie on both sides; untreated = 100%, excess cold GTP = 0%. GTP binding activity (percent of control), % at 10 µM. actives 0.055% (n = 190,000). AID 758, 2007;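 active = fluorescent GTP binding to Rab7 beads changed by at least 20 points from the 100% baseline, either direction, mostly lower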;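 note: median green fluorescence of bound Bodipy-FL-GTP per Rab7 bead population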
GSH bead fluor: compound fluorescence on glutathione beads, profiling panel, artefact control, biophysical, 488/530 nm, flow cytometry | GSH beads flow cytometry, compound fluorescence 488/530 nm; hits give high values | fluorescence (KMESF) at 10 µM | actives 0.25% (n = 190,000); in the data active = fluorescence above about 89;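 note: glutathione beads carrying GST-tagged Bcl family fusion proteins plus one bare bead set; values are compound well signal with DMSO vehicle wells as background; inactives centre near 16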
HRas wt GTP bind: modulators of GTP binding to HRas wildtype, primary screen, biochemical, bead-based flow cytometry, multiplex; GTPase HRas (Homo sapiens), P01112; GST-Ras wt beads, Bodipy-FL-GTP binding; actives lie on both sides; GTP binding activity, % at 10 µM; actives 0.14% (n = 190,000);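 active = GTP binding activity at least 20% away from the 100% baseline, either lowered as inhibitor or raised as activator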;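 note: 0% = unlabeled GTP competition control and 100% = no-compound control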
Target sequence (P01112 whole entry, looked up): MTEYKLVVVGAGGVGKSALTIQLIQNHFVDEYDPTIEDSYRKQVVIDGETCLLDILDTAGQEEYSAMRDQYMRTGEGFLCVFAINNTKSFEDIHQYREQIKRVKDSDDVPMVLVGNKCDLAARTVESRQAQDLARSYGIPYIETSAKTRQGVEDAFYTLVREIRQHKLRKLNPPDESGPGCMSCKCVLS
Avidin fluor: green autofluorescence of compounds with avidin beads – biophysical, 488/530 nm, flow cytometry, artefact control, profiling panel | compound fluorescence 488/530 nm; hits give high values | fluorescence (KMESF) at 10 µM | actives 0.38% (n = 220,000) | AID 1775, 2009; in the data active = fluorescence above about 47; note: inactives centre near 10
Rab2A wt mod: modulators of GTP binding to Rab2A wildtype, primary screen, biochemical, dog, bead-based flow cytometry, multiplex | Ras-related protein Rab-2A (Canis lupus familiaris), P61105 | GST-Rab2 wt beads, Bodipy-GTP binding | GTP binding activity, % at 10 µM | actives 0.19% (n = 190,000);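 active = GTP binding activity at least 20 points away from 100%, either lowered or raised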;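 note: 0% = beads with excess unlabeled GTP and 100% = no-compound control corrected for plate trend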
Rac1 wt GTP bind: wildtype Rac1 GTP binding modulators, primary screen, biochemical, GST-Rac1 beads, flow cytometry, multiplex | actives 0.27% (n = 190,000) | GTP binding activity (% of control), % at 10 µM | AID 757, 2007 | Ras-related C3 botulinum toxin substrate 1 (Homo sapiens), P63000 | fluorescent GTP binding; actives lie on both sides; 0 = cold GTP competed, 100 = untreated;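 active = GTP binding activity at least 20 points away from the 100% control level, either lower or higher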
ABCB1 inh: ABCB1 efflux pump inhibitors, primary screen, cell-based, multiplex, flow cytometry, ABCG2 counter-screen. CCRF-Adr cells, JC-1 efflux. inhibition, % at 6.6 µM. actives 0.067% (n = 190,000). AID 1326, 2008; in the data active = inhibition above about 40%;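 note: 0% = vehicle and 100% = reference inhibitor; higher value means more JC-1 retained so stronger ABCB1 efflux block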
ABCG2 block: ABCG2 efflux pump inhibitors, primary screen, multiplex with ABCB1, IgMXP3 cells, flow cytometry. inhibition, % at 6.6 µM. actives 0.1% (n = 190,000). Broad substrate specificity ATP-binding cassette transporter ABCG2 (Homo sapiens), Q9UNQ0. AID 1325, 2008. JC-1 efflux;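 active = inhibition above 80%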;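 note: 0% = DMSO and 100% = nicardipine control wells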
Target sequence (Q9UNQ0 whole entry, looked up): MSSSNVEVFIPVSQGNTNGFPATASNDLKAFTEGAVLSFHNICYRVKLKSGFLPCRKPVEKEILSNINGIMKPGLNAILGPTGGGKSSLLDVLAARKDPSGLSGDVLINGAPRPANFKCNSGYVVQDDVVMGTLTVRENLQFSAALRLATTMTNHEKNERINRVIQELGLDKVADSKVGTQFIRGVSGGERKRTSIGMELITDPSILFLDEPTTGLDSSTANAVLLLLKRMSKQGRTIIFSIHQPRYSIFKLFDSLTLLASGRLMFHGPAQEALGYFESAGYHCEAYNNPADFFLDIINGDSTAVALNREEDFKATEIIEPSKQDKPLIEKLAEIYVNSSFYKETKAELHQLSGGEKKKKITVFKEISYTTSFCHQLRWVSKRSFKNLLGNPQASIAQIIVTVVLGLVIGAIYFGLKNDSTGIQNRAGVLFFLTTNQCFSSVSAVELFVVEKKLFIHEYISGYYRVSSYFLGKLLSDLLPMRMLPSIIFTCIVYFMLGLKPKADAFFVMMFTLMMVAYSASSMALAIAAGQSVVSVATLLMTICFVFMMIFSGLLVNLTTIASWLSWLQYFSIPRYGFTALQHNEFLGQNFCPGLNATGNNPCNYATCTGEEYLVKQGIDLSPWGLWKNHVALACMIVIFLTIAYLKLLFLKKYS
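System: two drug-resistant human cell lines, ABCG2 and ABCB1; controls: nicardipine high and DMSO low controls; times: 10 min exposure at 25 °C with rotation, no wash; detection: flow cytometry of retained JC-1 fluorescence; read-out basis: percent efflux inhibition, scaled nicardipine 100% to DMSO 0%; doses: one concentration, 6.6 µM final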
The depositor's hits bear a star. Hits appear at their usual frequency. Share with any hit: about 1.1%.

`Cc1cccc(N/C=C(\[N+](=O)[O-])S(=O)(=O)c2ccccc2)c1` gave Rac1 mut GTP 97, Cdc42 wt GTP 97, Rab7 wt GTP bind 97, GSH bead fluor 13, HRas wt GTP bind 96, Avidin fluor 8, Rab2A wt mod 96, Rac1 wt GTP bind 99, ABCB1 inh 0.0 and ABCG2 block 0.
Cc1noc(NS(=O)(=O)c2ccc(N)cc2)c1C was read as Rac1 mut GTP 101, Cdc42 wt GTP 103, Rab7 wt GTP bind 95, GSH bead fluor 21, HRas wt GTP bind 98, Avidin fluor 10, Rab2A wt mod 99, Rac1 wt GTP bind 101, ABCB1 inh -0.1 and ABCG2 block 0.
Screening CC(C)(C)NC(=O)NC(=O)COC(=O)CNC(=O)c1cccc(F)c1 returned Rac1 mut GTP 101, Cdc42 wt GTP 106, Rab7 wt GTP bind 103, GSH bead fluor 18, HRas wt GTP bind 107, Avidin fluor 19, Rab2A wt mod 106, Rac1 wt GTP bind 105, ABCB1 inh 0.1 and ABCG2 block 1.
`N#Cc1cnn(CC2CCCCC2)c1N` gave Rac1 mut GTP 102, Cdc42 wt GTP 103, Rab7 wt GTP bind 100, GSH bead fluor 10, HRas wt GTP bind 101, Avidin fluor 8, Rab2A wt mod 101, Rac1 wt GTP bind 108, ABCB1 inh 0.3 and ABCG2 block 1.
Cc1ccc(NC2=C([N+](=O)[O-])CS(=O)(=O)C2)cc1 was read as Rac1 mut GTP 94, Cdc42 wt GTP 100, Pf gametocyte 18, Rab7 wt GTP bind 99, GSH bead fluor 40, HRas wt GTP bind 101, Avidin fluor 13, Rab2A wt mod 98, Rac1 wt GTP bind 107, ABCB1 inh 0.0 and ABCG2 block 0.
For CN(C)c1oc(-c2ccccc2F)nc1C#N the results were Rac1 mut GTP 100, Cdc42 wt GTP 99, Rab7 wt GTP bind 97, GSH bead fluor 24, HRas wt GTP bind 98, Avidin fluor 7, Rab2A wt mod 100, Rac1 wt GTP bind 103, ABCB1 inh 0.6 and ABCG2 block 3.
For COC(=O)c1cc(-c2cccc(OC)c2)on1 the results were Rac1 mut GTP 100, Cdc42 wt GTP 104, Pf gametocyte 2, Rab7 wt GTP bind 105, GSH bead fluor 33, HRas wt GTP bind 103, Avidin fluor 15, Rab2A wt mod 103, Rac1 wt GTP bind 108, ABCB1 inh -0.8 and ABCG2 block 12.
For Cc1ccc(S(=O)(=O)Nc2cccc(C(=O)Nc3cc(C)ccn3)c2)cc1 the results were Rac1 mut GTP 100, Cdc42 wt GTP 102, Rab7 wt GTP bind 100, GSH bead fluor 52, HRas wt GTP bind 101, Avidin fluor 5, Rab2A wt mod 99, Rac1 wt GTP bind 101, ABCB1 inh -0.1 and ABCG2 block 0.
CCC(C)[C@H](Nc1nc(-c2ccccc2)nc2c1oc1ccccc12)C(=O)O (stereo not given in full) was read as Rac1 mut GTP 93, Cdc42 wt GTP 97, Rab7 wt GTP bind 95, GSH bead fluor 9, HRas wt GTP bind 98, Avidin fluor 17, Rab2A wt mod 95, Rac1 wt GTP bind 97, ABCB1 inh -0.4 and ABCG2 block -1.
For Cc1nn(C(=O)c2ccccc2)c2c1C(=O)CC(C)(C)C2 the results were Rac1 mut GTP 97, Cdc42 wt GTP 97, Pf gametocyte -11, Rab7 wt GTP bind 95, GSH bead fluor 43, HRas wt GTP bind 98, Avidin fluor 16, Rab2A wt mod 96, Rac1 wt GTP bind 96, ABCB1 inh 0.5 and ABCG2 block 3.
Cc1cccc(N2CCN(CC(=O)Nc3ccc(-n4cnnn4)cc3)CC2)c1C was read as Rac1 mut GTP 97, Cdc42 wt GTP 101, Rab7 wt GTP bind 101, GSH bead fluor 29, HRas wt GTP bind 102, Avidin fluor 7, Rab2A wt mod 100, Rac1 wt GTP bind 102, ABCB1 inh 0.0 and ABCG2 block -1.
For CO/N=C/C(C(C)=O)C(=O)Nc1ccc(Cl)cc1Cl (stereo not given) the results were Rac1 mut GTP 96, Cdc42 wt GTP 99, Pf gametocyte -8, Rab7 wt GTP bind 101, GSH bead fluor 20, HRas wt GTP bind 99, Avidin fluor 10, Rab2A wt mod 97, Rac1 wt GTP bind 99, ABCB1 inh -0.5 and ABCG2 block 14.
Screening CC1CCc2sc(C(=O)Nc3ccc(N4CCOCC4)cc3)cc2C1 (stereo not given) returned Rac1 mut GTP 93, Cdc42 wt GTP 88, Pf gametocyte -15, Rab7 wt GTP bind 97, GSH bead fluor 14, HRas wt GTP bind 94, Avidin fluor 10, Rab2A wt mod 91, Rac1 wt GTP bind 97, ABCB1 inh 0.4 and ABCG2 block 3.
`COc1ccccc1/C=N/Nc1nccnc1Cl` gave Rac1 mut GTP 98, Cdc42 wt GTP 99, Pf gametocyte -26, Rab7 wt GTP bind 103, GSH bead fluor 22, HRas wt GTP bind 101, Avidin fluor 26, Rab2A wt mod 102, Rac1 wt GTP bind 105, ABCB1 inh 2.1 and ABCG2 block 40.
CCC(c1nnc(SCC(=O)Nc2nnc(-c3ccccc3)o2)o1)N(C)C (stereo not given) was read as Rac1 mut GTP 101, Cdc42 wt GTP 98, Rab7 wt GTP bind 99, GSH bead fluor 30, HRas wt GTP bind 100, Avidin fluor 10, Rab2A wt mod 99, Rac1 wt GTP bind 102, ABCB1 inh 0.0 and ABCG2 block 0.

Next part (two carried over from the part before).
`COc1ccccc1/C=N/Nc1nccnc1Cl` gave Rac1 mut GTP 98, Cdc42 wt GTP 99, Pf gametocyte -26, Rab7 wt GTP bind 103, GSH bead fluor 22, HRas wt GTP bind 101, Avidin fluor 26, Rab2A wt mod 102, Rac1 wt GTP bind 105, ABCB1 inh 2.1 and ABCG2 block 40.
CCC(c1nnc(SCC(=O)Nc2nnc(-c3ccccc3)o2)o1)N(C)C (stereo not given) was read as Rac1 mut GTP 101, Cdc42 wt GTP 98, Rab7 wt GTP bind 99, GSH bead fluor 30, HRas wt GTP bind 100, Avidin fluor 10, Rab2A wt mod 99, Rac1 wt GTP bind 102, ABCB1 inh 0.0 and ABCG2 block 0.
Screening CCc1cc2cccc(C)c2nc1SCC(=O)Nc1nonc1C returned Rac1 mut GTP 96, Cdc42 wt GTP 98, Rab7 wt GTP bind 99, GSH bead fluor 11, HRas wt GTP bind 98, Avidin fluor 14, Rab2A wt mod 98, Rac1 wt GTP bind 98, ABCB1 inh 0.4 and ABCG2 block 2.
Screening O=C(O)CCC(=O)NCC1OCCc2ccccc21 (stereo not given) returned Rac1 mut GTP 97, Cdc42 wt GTP 101, Rab7 wt GTP bind 100, GSH bead fluor 19, HRas wt GTP bind 101, Avidin fluor 7, Rab2A wt mod 102, Rac1 wt GTP bind 101, ABCB1 inh 0.7 and ABCG2 block 8.
CC1CC2(CC(C)(C(=O)CSc3nc4ccccc4s3)OC2=O)C(=O)O1 (stereo not given) was read as Rac1 mut GTP 96, Cdc42 wt GTP 101, Pf gametocyte 18, Rab7 wt GTP bind 100, GSH bead fluor 12, HRas wt GTP bind 100, Avidin fluor 9, Rab2A wt mod 100, Rac1 wt GTP bind 101, ABCB1 inh 0.2 and ABCG2 block 0.
O=C(NC1CCCc2ccccc21)c1ccc(Cl)nc1 (stereo not given) was read as Rac1 mut GTP 101, Cdc42 wt GTP 103, Pf gametocyte 15, Rab7 wt GTP bind 106, GSH bead fluor 37, HRas wt GTP bind 105, Avidin fluor 14, Rab2A wt mod 102, Rac1 wt GTP bind 108, ABCB1 inh 0.6 and ABCG2 block 21.
Screening CCc1n[nH]c2c1/C(=N\O)CC(c1ccccc1)C2 (stereo not given) returned Rac1 mut GTP 98, Cdc42 wt GTP 102, Pf gametocyte -13, Rab7 wt GTP bind 103, GSH bead fluor 6, HRas wt GTP bind 101, Avidin fluor 12, Rab2A wt mod 101, Rac1 wt GTP bind 103, ABCB1 inh 0.3 and ABCG2 block 1.
`COc1ccc(N2CC(C(=O)N/N=C/c3c[nH]c4ccccc34)CC2=O)cc1` (stereo not given) gave Rac1 mut GTP 97, Cdc42 wt GTP 97, Pf gametocyte 12, Rab7 wt GTP bind 103, GSH bead fluor 64, HRas wt GTP bind 99, Avidin fluor 17, Rab2A wt mod 95, Rac1 wt GTP bind 101, ABCB1 inh 0.3 and ABCG2 block 3.
Oc1nc(-c2ccc(Br)cc2)n2ccncc12 was read as Rac1 mut GTP 92, Cdc42 wt GTP 90, Pf gametocyte -9, Rab7 wt GTP bind 100, GSH bead fluor 15, HRas wt GTP bind 93, Avidin fluor 7, Rab2A wt mod 96, Rac1 wt GTP bind 88, ABCB1 inh -0.2 and ABCG2 block 2.
`COc1ccccc1OCc1nc(-c2cccc([N+](=O)[O-])c2)no1` gave Rac1 mut GTP 96, Cdc42 wt GTP 99, Pf gametocyte -14, Rab7 wt GTP bind 92, GSH bead fluor 9, HRas wt GTP bind 98, Avidin fluor 12, Rab2A wt mod 99, Rac1 wt GTP bind 98, ABCB1 inh 1.9 and ABCG2 block 15.
`COc1ccc(NC(C)C(=O)N/N=C/c2ccc([N+](=O)[O-])s2)cc1` (stereo not given) gave Rac1 mut GTP 99, Cdc42 wt GTP 96, Rab7 wt GTP bind 99, GSH bead fluor 20, HRas wt GTP bind 97, Avidin fluor 5, Rab2A wt mod 96, Rac1 wt GTP bind 94, ABCB1 inh 0.3 and ABCG2 block 5.
For Cc1cc(F)ccc1NC(=O)c1cccnc1 the results were Rac1 mut GTP 97, Cdc42 wt GTP 102, Rab7 wt GTP bind 103, GSH bead fluor 17, HRas wt GTP bind 99, Avidin fluor 25, Rab2A wt mod 98, Rac1 wt GTP bind 104, ABCB1 inh 0.4 and ABCG2 block 3.
CCOC(=O)c1nnn(-c2nonc2-n2cccc2)c1-c1cccc([N+](=O)[O-])c1 was read as Rac1 mut GTP 95, Cdc42 wt GTP 98, Pf gametocyte 4, Rab7 wt GTP bind 94, GSH bead fluor 17, HRas wt GTP bind 98, Avidin fluor 10, Rab2A wt mod 97, Rac1 wt GTP bind 100, ABCB1 inh 0.8 and ABCG2 block 0.
For CS(=O)(=O)c1ncc(CO)n1Cc1ccccc1 the results were Rac1 mut GTP 99, Cdc42 wt GTP 99, Pf gametocyte 11, Rab7 wt GTP bind 105, GSH bead fluor 19, HRas wt GTP bind 98, Avidin fluor 9, Rab2A wt mod 98, Rac1 wt GTP bind 105, ABCB1 inh 0.0 and ABCG2 block -2.
